CR mimetic SO – caloric restriction mimetics inhibiting age-related superoxide in yeast | actives 0.18% (n = 330,000) | S. cerevisiae aged cells, superoxide DHE fluorescence; hits give low values | superoxide response (% of plate mean), % at 10 µM;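 active = superoxide response under a set limit, about three screen SD below normal, cut at about 65% in these data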;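 note: yeast aged for seven days with compound at 30 °C before DHE staining; 100% = average MFI of all compound-treated wells on the plate with controls excluded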
AGP1 TOR yeast – yeast TOR pathway AGP1-GFP modulation. S. cerevisiae AGP1-GFP multiplex flow cytometry, 3 h; GFP as percent of DMSO wells. GFP response vs DMSO, % at 10 µM. actives 0.02% (n = 320,000). AID 2066;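 active = GFP response relative to DMSO above a set limit, near screen average plus 3 SD, cut at about 150% in these data; inconclusive = fewer than 70 cells counted for the yeast strain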;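 note: median GFP channel fluorescence of the gated AGP1 strain per well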
VLA-4 inh – inhibition in a human VLA-4 binding assay | P13612 | VLA-4 expressing cells, ligand binding flow cytometry | inhibition, % (about 7 µM as worked out from the volumes in the protocol) | actives 0.2% (n = 330,000); in the data active = inhibition above about 50%
Target sequence (P13612 whole entry, looked up): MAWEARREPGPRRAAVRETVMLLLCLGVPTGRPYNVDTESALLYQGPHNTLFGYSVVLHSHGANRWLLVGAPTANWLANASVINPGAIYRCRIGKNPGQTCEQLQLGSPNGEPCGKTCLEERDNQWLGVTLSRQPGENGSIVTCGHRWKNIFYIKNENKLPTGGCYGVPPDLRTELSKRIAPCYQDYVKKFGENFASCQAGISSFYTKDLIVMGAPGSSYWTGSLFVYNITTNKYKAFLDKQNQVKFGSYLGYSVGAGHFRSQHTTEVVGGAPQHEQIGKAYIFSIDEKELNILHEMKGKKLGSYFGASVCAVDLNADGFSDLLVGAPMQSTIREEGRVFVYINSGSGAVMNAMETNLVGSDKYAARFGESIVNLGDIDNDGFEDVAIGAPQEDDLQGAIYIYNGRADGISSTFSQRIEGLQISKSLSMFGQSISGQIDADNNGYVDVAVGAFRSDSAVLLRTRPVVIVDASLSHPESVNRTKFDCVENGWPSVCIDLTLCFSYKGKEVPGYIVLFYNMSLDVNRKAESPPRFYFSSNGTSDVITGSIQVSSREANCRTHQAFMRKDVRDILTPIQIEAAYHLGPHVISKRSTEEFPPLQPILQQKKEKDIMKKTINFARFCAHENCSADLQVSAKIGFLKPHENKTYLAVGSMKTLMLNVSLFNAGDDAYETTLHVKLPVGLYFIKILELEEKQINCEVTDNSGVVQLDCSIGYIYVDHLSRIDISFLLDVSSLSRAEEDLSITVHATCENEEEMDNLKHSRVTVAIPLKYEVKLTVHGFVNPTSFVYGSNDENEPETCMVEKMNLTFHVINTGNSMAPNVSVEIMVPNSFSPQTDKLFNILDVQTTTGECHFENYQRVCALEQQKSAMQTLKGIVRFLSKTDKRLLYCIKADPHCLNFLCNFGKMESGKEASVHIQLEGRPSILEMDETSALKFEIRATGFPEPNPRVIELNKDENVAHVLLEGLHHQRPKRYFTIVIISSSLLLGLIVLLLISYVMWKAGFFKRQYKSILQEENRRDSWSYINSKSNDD
GLD-1 RNA inh – GLD-1-TGE RNA interaction inhibition (C. elegans); actives 0.44% (n = 320,000); inhibition, % at 5.96 µM; AID 2280; purified GLD-1 + fluorescein TGE RNA, fluorescence polarization; Q17339;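 active = percent inhibition above a per-plate cutoff, the plate mean of test compounds plus 3 SD, cut at about 30% in these data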;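 note: 0% = DMSO wells with GLD-1 and probe and 100% = wells lacking GLD-1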
CIT2 TOR yeast – modulators of TOR pathway CIT2-GFP in S. cerevisiae. S. cerevisiae CIT2-GFP strain, flow cytometry, 3 h; 100 means same as DMSO wells. GFP response vs DMSO, % at 10 µM. actives 0.065% (n = 320,000). AID 2029;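 active = GFP response relative to DMSO above a set limit, near the screen mean plus 3 SD, cut at about 150% in these data; inconclusive = Fewer than 70 cells measured for a yeast strain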;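 note: ratio of well median GFP fluorescence to mean of DMSO wells on the plate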
MEX-5 binding – C. elegans MEX-5 TCR-2 RNA binding activity; AID 1832; MEX-5/FITC-TCR2 RNA binding, fluorescence polarization; hits give low values; Q9XUB2; activity score (negative = inhibition of binding), % at 10 µM; actives 0.38% (n = 300,000);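 active = inhibition past about -25% in most replicates, and total fluorescence under double the plate's negative control median, limit read from the data; inconclusive = replicates evenly split on the limit, or fluorescence at least double controls; inactive = too little inhibition in most replicates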;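 note: 0% = DMSO and -100% = 5 µM competing unlabeled TCR2 RNA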
BCLXL inh – inhibitors of human Bcl-xL. Q07817. GST-Bcl-xL / FITC-Bim BH3 peptide fluorescence polarization. inhibition, % at 10.9 µM. actives 0.7% (n = 320,000). AID 2129;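 active = inhibition above the mean of all tested compounds plus 3 SD, cutoff set per campaign, cut at about 30% in these data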;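 note: 0% = DMSO wells and 100% = unlabeled Bim-BH3 peptide competitor; inhibitors lower millipolarization by displacing the labeled peptide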
MCL1-BIM inh – inhibitors of human MCL1 binding to BIM-BH3 peptide; Q07820; GST-MCL1 / FITC-Bim-BH3 fluorescence polarization; inhibition, % at 10.9 µM; actives 0.68% (n = 320,000); AID 2057;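 active = inhibition above the mean inhibition of all tested compounds plus 3 SD, set per campaign, cut at about 40% in these data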;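 note: 0% = DMSO wells and 100% = unlabeled Bim-BH3 peptide control; higher means more loss of mP so more displacement of Bim peptide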
GRK2 aptamer HTS – human GRK2 inhibition via aptamer displacement; P25098; bead flow cytometry, FAM-aptamer displacement from GRK2; inhibition of aptamer binding, % at 10 µM; actives 0.59% (n = 330,000);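 active = inhibition of aptamer binding above 40%, roughly 3 SD of noise, on plates passing a quality check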;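 note: median bead fluorescence of bound FAM aptamer so fluorescent compounds give negative values; no value below 0 was filed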
* marks the source's active call; other numbers are inactive results; u = inconclusive; x = not tested or not shown; [ ] = remark or other dose.

SMILES	CR mimetic SO	AGP1 TOR yeast	VLA-4 inh	GLD-1 RNA inh	CIT2 TOR yeast	MEX-5 binding	BCLXL inh	MCL1-BIM inh	GRK2 aptamer HTS
O=C(CCN1C(=O)c2ccccc2S1(=O)=O)NCc1ccccc1	109	115	0	9	98	-1.3	7	-3	0
CCOc1nc2cnccc2n(CC(=O)Nc2ccc(C)c(C)c2)c1=O	78	103	4	-2	103	-4.1	-2	-4	4
O=c1nc(N/N=C/c2c[nH]c3ccccc23)cn[nH]1	111	106	8	7	102	-1.8	4	-1	0
Cc1ccc(NC(=O)c2noc(C(C)C)c2[N+](=O)[O-])cc1	98	107	5	-4	105	0.3	2	-4	0
Cc1ccccc1C(=O)c1cn[nH]c1-c1ccccc1O	110	99	9	-2	110	-0.5	7	3	3
COc1ccc(CCNC(=O)c2cc3sc(Cl)cc3n2C)cc1OC	107	101	-12	10	91	1.1	1	2	0
COc1ccc(NC(=O)COc2ccccc2C)cc1S(=O)(=O)N1CCCCC1	106	103	-4	2	105	-3.0	2	-2	2
CN(CC(=O)Nc1ccccc1Cl)C(=O)COC(=O)C1CC1	103	97	-1	2	85	-0.3	4	-1	0
N#CCSc1nnc(-c2c[nH]c3ccccc23)o1	100	102[may fluoresce red]	12	4	102[may fluoresce red]	-1.5	5	32	0
COC(=O)Cn1nnc(-c2cccc(OC)c2)n1	101	105	14	10	102	0.1	7	0	0

A different layout for part of the listing above.
Value order – CR mimetic SO, AGP1 TOR yeast, VLA-4 inh, GLD-1 RNA inh, CIT2 TOR yeast, MEX-5 binding, BCLXL inh, MCL1-BIM inh, GRK2 aptamer HTS
- Cc1ccccc1C(=O)c1cn[nH]c1-c1ccccc1O
    110, 99, 9, -2, 110, -0.5, 7, 3, 3
- COc1ccc(CCNC(=O)c2cc3sc(Cl)cc3n2C)cc1OC
    107, 101, -12, 10, 91, 1.1, 1, 2, 0

New compounds follow.
SMILES	CR mimetic SO	AGP1 TOR yeast	VLA-4 inh	GLD-1 RNA inh	CIT2 TOR yeast	MEX-5 binding	BCLXL inh	MCL1-BIM inh	GRK2 aptamer HTS
C#CCOCCOCCOCCNc1nc(N2CCN(C(=O)[C@H](Cc3ccc(O)cc3)n3cc([C@@H](N)C(C)CC)nn3)CC2)nc(N2CCN(C(=O)[C@H](Cc3cc4ccccc4[nH]3)n3cc([C@@H](N)CC(C)C)nn3)CC2)n1 (stereo not given in full)	94	88	-10	-2	91	5.5	2	-9	0
CCc1ccc(NC(=O)c2ccc(NC(=O)C3CCCO3)cc2)cc1 (stereo not given)	88	101	1	3	100	0.0	-1	-3	1
CC(=O)NS(=O)(=O)c1ccc(NC(=S)NC(=O)COc2ccccc2C)cc1	100	99	-8	-4	99	-3.0	7	11	0
Cc1ccc(C(=O)NCc2cccnc2)cc1S(=O)(=O)N1CCCCCC1	107	105	1	1	111	-1.6	7	3	0
O=C1C(c2ccnc3ccccc23)=C(O)c2ccccc21	98	72	6	6	78	-16	7	15	0
CC(C)Cc1nnc(NC(=O)C2CC(=O)N(Cc3ccccc3)C2)s1 (stereo not given)	94	93	9	5	112	-1.2	0	-6	0
O=C(O)CCCn1c(=O)[nH]c2ccccc2c1=O	98	104	0	7	101	1.8	5	6	2
Cc1ccc(S(=O)(=O)Oc2ccc(C3C4=C(CCCC4=O)N(CCC(=O)O)C4=C3C(=O)CCC4)cc2Cl)cc1	107	103	-2	-2	101	-1.5	9	8	0
Cc1cccc(/C=N/NC(=O)c2cc(C)nc3ccccc23)n1	94	100	7	3	102	3.9	9	4	4
COc1ccc(Cc2nc(C(=O)Nc3ccccc3)cs2)cc1	104	90	15	-6	85	2.6	2	-1	4
O=P(/C(=N/O)Sc1ccccc1)(N1CCOCC1)N1CCOCC1	108	103	3	2	98	2.8	3	10	0
Cc1ccc(NC(=O)C2Cc3ccccc3CN2C(=O)c2ccco2)cc1S(=O)(=O)N(C)C (stereo not given)	102	97	4	2	92	-0.3	3	-2	0
Cn1c(SCC(=O)C(C)(C)C)nnc1-c1ccc(F)cc1	81	107	2	4	103	-0.4	4	-5	0
COc1ccc(OC)c(C2=NS(=O)(=O)N(C)C(C(=O)Nc3ccc(F)cc3F)=C2)c1	95	103	16	-1	100	-4.2	5	-3	0
COc1ccc(C(=O)NC2(C(F)(F)F)NC(=O)N(CCCc3ccccc3)C2=O)cc1OC (stereo not given)	108	111	16	5	99	2.3	8	4	0
CCN(CC)C(=O)CSc1nnc([C@H](CCSC)NC(=O)OC(C)(C)C)o1	96	105	11	3	105	-2.0	2	11	3
O=C(CSc1nnc(Cc2cccs2)n1-c1ccc(Cl)cc1)NCc1ccc2c(c1)OCO2	96	101	17	0	104	3.6	-3	-10	3
Cc1nc(SCC(=O)NC2CCCCC2C)c(C#N)c(C)c1C (stereo not given)	110	101	-21	2	98	x	3	5	0
Cc1c(Cc2ccccc2)c(=O)oc2cc(OC(=O)c3ccccc3)ccc12	106	100	-9	5	x	2.2	6	9	0
COc1ccc(CNC(=O)c2ccc(Cn3nc(C)cc3C)o2)cc1	75	97	21	-3	100	-1.9	-1	4	0
COc1ccc(C(=O)N2CCn3c(C)ccc3C2C)cc1 (stereo not given)	101	101	2	14	103	1.2	47*	49*	0
COCCN1C(=O)/C(=C/c2ccc(Oc3ccc([N+](=O)[O-])cn3)c(OC)c2)SC1=Nc1ccccc1	99	89	37	-1	x	2.4	5	6	0
CC(C)(C)N1[C@@H](CC(=O)O)c2cc(C(F)(F)F)ccc2S1(=O)=O	x	x	x	2	x	2.7	3	8	x
Cc1nn(CC(=O)NCCc2cccs2)c(=O)c2cc3ccccc3n12	106	92	-5	11	96	x	0	0	0
Cc1cc(C)cc(-n2ccnc2SCC(=O)c2c(N)n(C3CC3)c(=O)[nH]c2=O)c1	98	97	6	-2	89	x	-19	-23	21
Cc1ccc(/C=C2/NC(=O)N(Cc3ccc(Br)cc3)C2=O)o1	98	95	23	25	94	-3.8	21	46*	2
O=C(CN1CCCC1)NCC1(c2ccccc2)CCOCC1	94	102	-6	-6	96	-0.7	1	-3	2
Cc1ccc(S(=O)(=O)N2CCC(C(=O)OCC(=O)N(C)Cc3ccccc3)CC2)cc1C	110	103	6	-4	99	-1.6	8	3	1
COc1ccc(-c2cc3nc(C)n(N)c(=O)c3s2)cc1	99	97	1	5	93	-2.2	4	7	1
CC(NC(=O)C(=O)NCCN1CCN(C(=O)c2ccc([N+](=O)[O-])cc2)CC1)c1ccccc1 (stereo not given)	114	17	-4	-2	73	4.6	7	8	0
CC(C)c1nnc(NC(=O)c2cccc(-n3cnnn3)c2)s1	94	87	7	7	97	1.3	2	-1	0
CCCCNC(=O)CCn1nc(-c2ccc(Cl)cc2)ccc1=O	96	97	11	-1	101	-1.4	3	-3	2
COc1ccc(C(=O)N2CCN(CCNC(=O)C(=O)Nc3ccc(Br)cc3)CC2)cc1	111	93	4	5	103	1.1	2	2	0
Cc1c(Cl)cccc1NC(=O)Cn1c(CCC(=O)O)ccc1-c1ccccc1	109	91	3	19	98	-1.3	13	7	2
Cn1ccc(CC(=O)N2CCC(N3CCC(C(=O)N4CCCC4)CC3)CC2)c1	94	107	3	-4	100	0.5	7	4	3
Cc1ccc2nc(NC(=O)C3CSC4(C)CCC(=O)N34)sc2c1 (stereo not given)	108	98	-25	9	95	-3.0	4	-1	0
CC1=CC(C#N)(C#N)C(C#N)(C#N)C(c2ccccc2)N1 (stereo not given)	83	98	-8	119*	101	-53*	145*	151*	1
CCCC1C(=O)N(Cc2ccccc2)C(=O)CC1C (stereo not given)	104	102	8	3	96	3.3	3	0	3
C=CCn1c(SCC(=O)Nc2nc(C)cs2)nnc1C(C)NC(=O)c1ccccc1Cl (stereo not given)	97	104	54*	5	100	0.9	1	-2	0
Cc1ccc(C(C)C)c(OCCCN2C(=O)NC(C)(C)C2=O)c1	115	106	-16	-2	99	0.0	0	1	0
CC(=O)Nc1ccc(N=Cc2ccc[nH]2)cc1	88	102	3	1	104	-3.4	0	-2	3
CN1CCN(CC#CCC(O)(c2ccccc2)c2ccccc2)CC1	93	103	-1	3	96	1.3	3	0	0
NNC(=O)c1ccc(COc2cccc3ccccc23)cc1	113	111[may fluoresce green]	10	-1	88[may fluoresce green]	2.4	4	2	14
CCOC(=O)N1CCN(CC(=O)c2ccc(O)cc2O)CC1	131	108	2	41*	103	u	6	2	5
C=CCC[C@@H](Cc1ccc(F)cc1)C(=O)OC[C@@H](NC(=O)[C@H](CC=C)CC(=O)N(CCO)Cc1ccccc1)c1ccccc1	92	101	1	-5	104	x	x	x	0
CCCn1cnc2scc(-c3ccc(OC)cc3)c2c1=O	98	100	4	7	100	0.7	2	13	0
CCO[C@@H]1OC(C(=O)N2CCN(Cc3ccc4c(c3)OCO4)CC2)=C[C@H](C2CCCCC2)[C@H]1CCCO	99	91	-6	-1	108	-0.7	-1	5	1
CC1=CC(C)(C)N=C(Nc2nc(C)c3cc(C)cc(C)c3n2)N1	100	98	-3	-1	84	2.7	8	-1	0
Cc1ccc(CNC(=O)CCS(=O)(=O)c2ccc3nc(C)sc3c2)cc1	79	111	32	3	102	0.7	-5	1	0
CCc1[nH]nc2c1C(c1ccncc1)C(C#N)=C(N)O2 (stereo not given)	130	91	2	8	92	-3.8	-4	-6	0

Other compounds follow.
SMILES	CR mimetic SO	AGP1 TOR yeast	VLA-4 inh	GLD-1 RNA inh	CIT2 TOR yeast	MEX-5 binding	BCLXL inh	MCL1-BIM inh	GRK2 aptamer HTS
O=C1N/C(=N/N=C/c2ccco2)SC1Cc1ccccc1 (stereo not given)	90	94	18	0	98	-1.1	1	1	0
CCCCNC(=O)Oc1ccc(C(=O)N2c3ccccc3NC(=O)C2C)cc1 (stereo not given)	105	104	8	-2	107	3.3	5	8	1
Cc1cccc(NC(=S)N/N=C/c2ccc3c(c2)OCO3)c1	107	99	-9	6	116	-1.4	4	12	0
Cc1cc(NC(=O)CSc2nnc(Cc3cccn3C)n2CCc2ccccc2)no1	107	u	-4	1	u	x	-4	-5	6
COc1cc(OC)c(OC)cc1CNCc1ccc2c(c1)OCO2	91	107	3	4	104	-3.0	0	1	0
COC(=O)c1cc(NC(=O)c2c(C)noc2C)ccc1N1CCOCC1	96	105	12	0	101	1.5	-5	-8	1
CCOC(=O)C1(CCCc2ccccc2)CCN(Cc2cn(CC)nc2C)CC1	83	111	-15	0	102	3.7	5	3	0
CC(=O)N1CCN(CC(=O)O)CC1	116	103	-7	-2	104	-1.3	2	4	1
O=C(/C=C/c1ccccc1)Nn1c(-c2cccs2)nc2ccccc2c1=O	81	103	5	-11	103	2.5	6	-2	0
CCn1c(N2CCN(C(=S)NCCc3ccccc3)CC2)nc2ccccc21	103	94	17	-1	91	-0.6	6	12	3
Cn1c(SCC(=O)NCCc2ccccc2)nnc1-c1ccncc1	98	99	11	-2	x	0.1	5	1	0
O=C(c1ccccc1)c1ccc(OCCn2cnc3ccccc3c2=O)cc1	110	97	-10	3	97	-1.5	1	-3	0
O=C(CCN1CCN(c2ccccc2)CC1)c1ccc(Br)cc1	97	99	-6	3	95	-0.5	0	14	0
COC(=O)C1=C(C)NC(=O)C1(NS(=O)(=O)c1ccc(NC(C)=O)cc1)C(F)(F)F (stereo not given)	101	x	8	5	110	1.5	4	3	1
COc1ccc(OC)c(/C=N/NC(=O)CNC(=O)c2cccc3ccccc23)c1	109	110	21	-6	102	-2.4	-2	2	3
O=C(O)c1cccc2cccnc12	81	109	3	7	105	-0.7	5	-1	2

Source: PubChem BioAssay (several laboratories)
